DRD3 agonist: qHTS of D3 Dopamine Receptor Agonist: qHTS; D(3) dopamine receptor (Homo sapiens), P35462; D3R DiscoveRx beta-arrestin cells, luminescence, 90 min; max activation, %; actives 0.58% (n = 410,000); AID 652048, 2013; in the data active = max activation above about 30%; also: 0% is about no effect; mostly tested at two doses, the higher about 12 µM
Target sequence (P35462 whole entry, looked up): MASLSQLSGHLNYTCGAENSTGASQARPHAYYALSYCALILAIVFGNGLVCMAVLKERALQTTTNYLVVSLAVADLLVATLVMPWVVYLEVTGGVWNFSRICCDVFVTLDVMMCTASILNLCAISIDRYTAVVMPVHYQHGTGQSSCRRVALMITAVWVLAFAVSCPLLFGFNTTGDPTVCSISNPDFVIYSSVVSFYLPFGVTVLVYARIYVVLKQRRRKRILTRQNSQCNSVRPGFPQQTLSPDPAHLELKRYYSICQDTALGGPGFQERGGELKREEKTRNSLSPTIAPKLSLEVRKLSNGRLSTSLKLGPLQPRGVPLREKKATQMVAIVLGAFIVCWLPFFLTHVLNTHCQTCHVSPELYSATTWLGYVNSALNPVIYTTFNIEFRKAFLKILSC
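Agonist-mode cell screen: cells plated at 1500/well and incubated overnight at 37 °C, then exposed to library compounds for 90 min at 37 °C. Detection reagent was added for 30–60 min at room temperature, and luminescence was read.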
GLP1R inv ag: qHTS of GLP-1 Receptor Inverse Agonists (Inhibition Mode) | Glucagon-like peptide 1 receptor (Homo sapiens), P43220 | HEK293 GLP-1R CRE-luciferase, luminescence, 24 h; GLP-1R form is constitutively active | Potency, µM (series often up to 38.3 µM), without a hit: top-dose activity change, negative = inhibition, hits mostly inhibitors | actives 1.6% (n = 410,000) | AID 624417, 2012; also: potency is read from the fitted curve at half-maximal effect; % is scaled to controls: 0 for no effect and ±100 for the full control effect; nearly all actives have a fitted effect of over 55% in size
Target sequence (P43220 whole entry, looked up): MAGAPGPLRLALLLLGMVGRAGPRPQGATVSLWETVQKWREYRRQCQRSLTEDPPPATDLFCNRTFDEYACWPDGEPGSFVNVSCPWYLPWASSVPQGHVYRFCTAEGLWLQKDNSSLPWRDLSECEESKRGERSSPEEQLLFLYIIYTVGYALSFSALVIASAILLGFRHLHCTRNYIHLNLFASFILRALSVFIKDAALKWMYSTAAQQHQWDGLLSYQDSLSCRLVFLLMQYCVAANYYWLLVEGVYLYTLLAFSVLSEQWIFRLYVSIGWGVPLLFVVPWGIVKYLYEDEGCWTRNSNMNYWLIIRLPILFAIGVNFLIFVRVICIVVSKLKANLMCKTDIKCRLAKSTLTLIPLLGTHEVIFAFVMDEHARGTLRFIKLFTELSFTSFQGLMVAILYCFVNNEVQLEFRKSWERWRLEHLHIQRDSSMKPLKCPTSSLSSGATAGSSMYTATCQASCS
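qHTS in 1536-well format: reporter HEK293 cells expressing constitutive GLP-1R activity in DMEM + 10% Nu serum, 24 hr with compounds at 37 deg C, luminescence read after 12 min with detection reagent.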
TDP43 rescue: qHTS of TDP-43 Inhibitors; TDP-43 expressing yeast growth rescue, BacTiter-Glo, 24 h; Potency, µM (doses to about 46.1 µM), for the others: top-dose growth rescue (activation), hits mostly activators; actives 1.8% (n = 410,000); also: potency is read from the fitted curve at half-maximal effect; % of control where 0% means no effect; nearly all actives have a fitted effect of over 50% in size
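Luminescence from BacTiter-Glo reports growth of TDP-43-expressing yeast after 24 hr at 30 deg C with compound. Cells were raffinose-pregrown to mid-log, then seeded in galactose medium at OD600=0.02.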
KB-V1 cytotox: qHTS assay for MDR1-selective chemotherapeutics: Primary screen using the drug-selected MDR subline cells KB-V1; KB-V1 MDR cells viability, CellTiter-Glo, 72 h; Potency, µM (top dose mostly 46.1 µM), for the others: at the highest dose activity change, negative = cytotoxicity, usual class: cytotoxic; actives 3.4% (n = 400,000); AID 1347076, 2019; also: potency is read from the fitted curve at half-maximal effect; % is scaled to controls: 0 for no effect and ±100 for the full control effect; nearly all actives have a fitted effect of over 60% in size
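Cytotoxicity toward P-gp-expressing KB-V1 cells was determined as loss of CellTiter-Glo luminescence after 72 h at 37 degrees C. Compounds were tested in quantitative HTS format across a concentration range, with curves fitted to normalized data.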
D3 antag: qHTS of D3 Dopamine Receptor Antagonist: qHTS; AID 652054, 2013; actives 2.5% (n = 360,000); max response, negative = inhibition, %; D3R cells, DiscoveRx beta-arrestin luminescence, antagonist mode; stronger effect = lower value; D(3) dopamine receptor (Homo sapiens), P35462; in the data active = max response below about -50%; inconclusive = no clear call, values can overlap the other calls; also: % is scaled to controls: 0 for no effect and ±100 for the full control effect; mostly tested at two doses, the higher about 12 µM
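Cells expressing the human receptor were seeded at 1500 cells/well, incubated overnight at 37 degrees C in 5% CO2, then exposed to library compounds with dopamine controls for 90 minutes at 37 degrees C before luminescent detection.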
GLP1R ag: qHTS of GLP-1 Receptor Agonists; Potency, µM (top dose mostly 45.6 µM), without a hit: at the highest dose activation, most hits filed as activators; HEK293 GLP-1R CRE-luciferase, luminescence, 4-6 h; cells express a hypersensitive GLP-1R form; Glucagon-like peptide 1 receptor (Homo sapiens), P43220; actives 0.007% (n = 380,000); also: potency is read from the fitted curve at half-maximal effect; % of control where 0% means no effect
HEK293 tox: qHTS of GLP-1 Receptor Inverse Agonists: Cytotox Screen; HEK293 cAMP-luciferase reporter cells, luminescence, 24 h; Potency, µM (doses to about 38.3 µM), for the others: at the highest dose activity change, negative = inhibition, most hits filed as inhibitors; actives 0.13% (n = 410,000);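 also: loss of luciferase light is scored as toxicity; potency is read from the fitted curve at half-maximal effect; % is scaled to controls: 0 for no effect and ±100 for the full control effect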
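Luminescence readout: signal drop marks cytotoxicity. Plated cells grew 12 h at 37 °C, 5% CO2, received 23 nL compound for 24 h, then got luciferase reagent, read after 12 min at RT.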
aSyn rescue: qHTS of alpha-syn Inhibitors; Potency, µM (highest dose often 46.1 µM), for the others: at the highest dose growth rescue (activation), usual class: activators; AID 652106, 2013; Yeast expressing alpha-synuclein, growth rescue, BacTiter-Glo, 24 h; actives 0.14% (n = 370,000); also: potency is read from the fitted curve at half-maximal effect; % of control where 0% means no effect; nearly all actives have a fitted effect of over 65% in size
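Galactose-induced alpha-syn yeast (OD600=0.02, raffinose-pregrown) + pinned cpd, 24 hr, 30 deg C; growth by BacTiter-Glo luminescence. Growth restoration scores as activation.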
PTHR1 ag: qHTS for PTHR1 Agonists: Primary Screen. HEK293 GP2 PTHR1 cells, GloSensor cAMP luminescence, 1 h. Potency, µM (highest dose often 115 µM), for inactives: top-dose activation, actives largely listed as activators. actives 0.075% (n = 410,000). AID 743266, 2014; also: potency is read from the fitted curve at half-maximal effect; nearly all actives have a fitted effect of over 55% in size; some results filed as inactive show a strong effect at the top dose; inactives centre near -15; many of its hits are not listed in these tables
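HEK-293-derived GP2 cells expressing PTHR1 and a GloSensor cAMP reporter, 3,000/well, plated overnight, given luciferin plus IBMX (each 0.5 mM as added) for 1 h at 37 °C, then compound for 1 h at 37 °C. Luminescence was read after 15 min at room temperature.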
* hit, by the source's call; i = inactive; u = inconclusive; x = no result given; [ ] = another dose, or the depositor's remark. Unless noted, calls follow the shape of the dose curve; as a rule, active = well fitted curve in the direction sought with a large enough effect; inconclusive = small, poorly fitted or top-dose-only effect, or another doubt; inactive = no such curve, though single readings can be large; an effect the other way counts as inactive or inconclusive.

The opening two records as a preview:
SMILES,aSyn rescue,TDP43 rescue,HEK293 tox,KB-V1 cytotox,PTHR1 ag,D3 antag,DRD3 agonist,GLP1R ag,GLP1R inv ag
Cc1ccc(C(=O)NCC(=O)N2CCCCCCC2)cc1,-3%,1%,2%,-3%,-24%,2,1,-4%,23%
CC1C2(C)OC(=N)C(C#N)(C(C)O2)C1(C#N)C#N (stereo not given),-2%,-24%,306%[activator],-7%,-6%,11,4,-5%,-1%

The list itself, from the start:
SMILES,aSyn rescue,TDP43 rescue,HEK293 tox,KB-V1 cytotox,PTHR1 ag,D3 antag,DRD3 agonist,GLP1R ag,GLP1R inv ag
Cc1ccc(C(=O)NCC(=O)N2CCCCCCC2)cc1,-3%,1%,2%,-3%,-24%,2,1,-4%,23%
CC1C2(C)OC(=N)C(C#N)(C(C)O2)C1(C#N)C#N (stereo not given),-2%,-24%,306%[activator],-7%,-6%,11,4,-5%,-1%
CC1=NN(C(=S)Nc2ccccc2)C(c2ccccc2)C1 (stereo not given),-1%,-17%,8%,-21%,i,u,-8,6%,u
O=S(=O)(c1ccc(Cl)cc1)N1CCN(c2nc(C(F)(F)F)nc3ccccc23)CC1,3%,1%,-3%,-11%,i,14,-1,1%,0%
COc1ccc(C2=NN(C(=O)CSc3nccn3C)C(c3ccco3)C2)cc1 (stereo not given),2%,-23%,6%,8%,-57%[inhibitor],-19,1,3%,23%
COc1ccc(NC(=O)/C(=C\c2ccc(OS(=O)(=O)c3ccc(C)cc3)cc2)NC(=O)c2ccccc2)cc1,-3%,6%,8%,-2%,i,-6,1,-8%,-5%
O=C(O)c1ccc(Cl)cc1NC(=O)C1CCN(S(=O)(=O)c2cccs2)CC1,-5%,12%,3%,24%,-6%,-4,-6,-3%,8%
C=C(C)[C@H]1CC=C(C)C(=O)C1,-1%,u,-1%,0%,i,32,15,-1%,4%
O=C(NC1CCSc2ccccc21)c1ccc(F)cc1 (stereo not given),0%,u,-9%,-1%,i,-8,-7,4%,u
O=S1(=O)CCN(C(CO)c2ccccc2)CC1 (stereo not given),0%,7%,-12%,12%,i,18,7,13%,-8%
CSc1nn(Cc2ccc(Br)cc2)c(N(C(C)=O)C(C)=O)c1S(=O)(=O)c1ccccc1,x,35µM*,-15%,u,-24%,x,2,-5%,u
N#Cc1ccc(CN2CCN(c3ccc(S(=O)(=O)N4CCCC4)cn3)CC2)cc1,0%,9%,1%,6%,-26%,7,-1,6%,19%
CC(=O)c1ccc(S(=O)(=O)N2CCN(c3nc4c(C)c(C)ccc4cc3C#N)CC2)cc1,-9%,-21%,-8%,u,i,29,12,-2%,0%
C=C(C)Cn1c(SCC(=O)O)nnc1-c1ccc(C(C)(C)C)cc1,7%,4%,-11%,8%,i,19,2,-13%,0%
O=C(c1ccccc1)N1CCN(C2CC3CCC2C3)CC1 (stereo not given),4%,-9%,-10%,-12%,i,u,-17,0%,u
CC1CCCCN1C(=O)/C=C/c1ccccc1[N+](=O)[O-] (stereo not given),-3%,-17%,0%,-16%,i,-4,-19,6%,18%
CC(C)C[C@H](NC(=O)OC(C)(C)C)C(=O)N1CCC(C(=O)N[C@@H](Cc2ccccc2)C(=O)O)CC1,6%,-3%,19%,13%,i,-17,-9,8%,0%
COc1ccc(NC(=O)Nc2nnc(N3CCCC3)s2)cc1,x,18%[9.22 µM],4%,u,i,x,1,x,15%
COc1cc(C(=O)OCCCc2cc3ccccc3c(=O)o2)cc(OC)c1OC,7%,-9%,2%,-7%,-16%,4,18,-1%,16%
COc1ccc(/C=N/NC(=O)c2ccn[nH]2)cc1Cn1nc(C)c([N+](=O)[O-])c1C,u,8%,-12%,-4%,-23%,118,9,1%,-17%
COc1cccc(C(=O)Nc2cccc(OCC(=O)c3ccccc3)c2)c1,-5%,0%,u,-12%,i,5,-13,3%,u
CC(=O)N/C(=C\c1ccccc1)C(=O)OCC(=O)NC1CCCC1,18%,0%,4%,-12%,-16%,12,0,6%,11%
Cc1cccc(C)c1NC(=O)CNC(=O)C1COc2ccccc2O1 (stereo not given),8%,-1%,0%,-1%,i,-10,-7,4%,-2%
CCOC(=O)c1ccc(N2C(=O)C(CC(N)=O)N(NC(=O)c3cccc(F)c3)C2=S)cc1 (stereo not given),-8%,12%,-5%,4%,i,7,2,8%,-20%
Cc1ccc(OCC(=O)Oc2ccccc2[N+](=O)[O-])cc1,-20%,22%,2%,23%,i,0,0,-15%,-8%
CC(C)NS(=O)(=O)c1ccc(OCC(=O)Nc2ccc(F)cc2F)cc1,-3%,-4%,6%,16µM*,-1%,59,-1,-2%,6%
O=Cc1cc(CCC(=O)O)ccc1O,8%,1%,1%,u,-22%,19,19,-1%,17%
Cc1cc(C(=O)Nc2nc(-c3ccccn3)cs2)ccc1[N+](=O)[O-],u,u,u,u,-41%[inhibitor],u,7,3%,19%
CC(=NO)C1CCC2C3CCC4=CC(=NO)CCC4(C)C3C(=O)CC12C (stereo not given),14%,-8%,-10%,-28%,i,-3,-2,13%,-3%
CCn1c(=O)n(CC)c2cc(S(=O)(=O)Nc3cc(C)cc(C)c3C#N)ccc21,5%,-5%,21%,0%,10%[57.5 µM],17,2,17%,13%
Cc1cc2nc(-c3ccc[nH]c3=O)n(Cc3ccc(F)cc3)c2cc1C,3%,-4%,2%,-3%,-4%,u,-13,10%,u
COc1cc(CCCN2C(=S)NC[C@H]2Cc2ccc(O)cc2)cc(OC)c1OC,-1%,9%,-14%,24%,-47%[inhibitor],0,1,15%,21%
CCN(CC(=O)NCC1CCCO1)S(=O)(=O)c1ccc2ccccc2c1 (stereo not given),0%,-20%,17%,u,i,17,4,1%,5%
CN(CCOc1ccccc1)C(=O)c1ccc2c(c1)OCO2,2%,0%,u,u,i,47,-6,u,5%
COCCCNC(=O)CSc1nc2ccccc2c(=O)n1Cc1ccco1,x,12%,2%,-6%,-6%,x,-14,x,7%
CC1CCN(S(=O)(=O)c2ccc(NC(=O)[C@@H]3CCCN3C(=O)c3cccs3)cc2)CC1,9%,12%,12%,21µM*,-35%[inhibitor],-24,-7,-3%,-10%
Cc1c(Cl)cccc1NC(=O)CC(NCCN1CCOCC1)C(=O)O (stereo not given),-3%,-28%,2%,0%,-2%,-1,3,-3%,1%
Nn1c(SCC(=O)N2CCOCC2)nnc1-c1ccccc1Cl,4%,-34%[inhibitor],6%,-11%,i,8,11,-6%,5%
COc1cccc(OCC(=O)NCCS(=O)(=O)N2CCN(c3ccccc3F)CC2)c1,x,u,-1%,x,-18%,x,-5,x,-17%
Cn1c(N)c(C(=O)COC(=O)C2CCN(S(=O)(=O)c3cccs3)CC2)c(=O)n(C)c1=O,0%,-19%,-1%,3%,-30%,3,-7,14%,-9%
Cn1c(SCCCC(=O)c2ccc(Br)cc2)nnc1-c1ccncc1,6%,13%,-4%,0%,-13%[57.5 µM],5,-1,17%,9%
O=C(NC1CCCCC1)C(c1ccc(F)cc1)N(Cc1ccco1)C(=O)c1ccccn1 (stereo not given),-2%,-12%,-3%,-3%,i,-2,5,-10%,u
CCCCNC(=O)Nc1cc(C)on1,-2%,8%,14%,1%,i,8,16,-13%,0%
Cc1ccccc1/C(=N\S(=O)(=O)c1ccc(Br)cc1)Nc1ccccc1,2%,17%,-1%,u,i,11,1,2%,u
COc1ccc(C(=O)/C=C/Nc2ccc(S(=O)(=O)Nc3nc(C)cc(C)n3)cc2)c(OC)c1,17%,25%,29%,-3%,-6%,-22,-24,8%,18%
OCCC1CN(CC2CC2)CCN1Cc1ccc(F)c(F)c1 (stereo not given),0%,7%,8%,-1%,-14%,u,-38,-10%,-9%
CCCN1Cc2cccc(C(=O)Nc3ccc4c(c3)OCCO4)c2C1=O,-2%,5%,-7%,6%,-10%,11,4,-7%,2%
COCCCNC(=O)c1sc2nc(C)c(C(=O)Nc3ccc(C)cc3C)c(-c3ccccc3Cl)c2c1N,x,0%,-15%,0%,-21%,x,5,x,-27%
COc1ccccc1NC(=O)COc1ccccc1C(=O)c1cnn(-c2ccccc2)c1,0%,0%,0%,-5%,-32%[inhibitor],82,3,20%,-23%
COc1ccc(CC(=O)Nc2ccccc2N2CCOCC2)cc1OC,2%,13%,11%,-30%,-7%,11,0,2%,9%
CC(=O)N1CCN(Cc2nc3ccc(Cl)cc3n2CCO)CC1,-4%,-1%,5%,2%,i,-5,0,8%,13%
COc1ccc(OCC(=O)N2CCOCC2)cc1,-3%,-15%,9%,2%,i,-8,-8,-14%,6%
CC(C)c1csc(CN2CCC(N3CCC(C(=O)N4CCOCC4)CC3)CC2)n1,-2%,0%,x,u,i,7,-4,7%,8%
CC(NC(=O)c1ccccc1)c1nnc(SCC(=O)Nc2nnc(C3CC3)s2)n1C (stereo not given),0%,-17%,8%,14%,i,1,-5,5%,-14%
C=CCn1cc(C(=O)NCc2ccc3c(c2)OCO3)c(=O)c2cc(S(=O)(=O)N(CC)CC)ccc21,4%,4%,-2%[1.53 µM],u,i,-12,-5,18%,-4%

These rows are one share of the data. The share of hits here may be higher or lower than overall.
